CHRM5 agonist – CHRM5 agonism in calcium assay; CHO-K1 hM5 cells, Fluo-8 calcium fluorescence; 0% DMSO wells, 100% maximal acetylcholine response; activation, % at 3 µM; hit rate 0.19% among 360,000; AID 624037;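 active = activation above the run's mean over test compounds plus 3 SD, cut at about 23% in these data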;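 also: signal is peak over basal fluorescence ratio across the kinetic read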
Target sequence (P08912 whole entry, looked up): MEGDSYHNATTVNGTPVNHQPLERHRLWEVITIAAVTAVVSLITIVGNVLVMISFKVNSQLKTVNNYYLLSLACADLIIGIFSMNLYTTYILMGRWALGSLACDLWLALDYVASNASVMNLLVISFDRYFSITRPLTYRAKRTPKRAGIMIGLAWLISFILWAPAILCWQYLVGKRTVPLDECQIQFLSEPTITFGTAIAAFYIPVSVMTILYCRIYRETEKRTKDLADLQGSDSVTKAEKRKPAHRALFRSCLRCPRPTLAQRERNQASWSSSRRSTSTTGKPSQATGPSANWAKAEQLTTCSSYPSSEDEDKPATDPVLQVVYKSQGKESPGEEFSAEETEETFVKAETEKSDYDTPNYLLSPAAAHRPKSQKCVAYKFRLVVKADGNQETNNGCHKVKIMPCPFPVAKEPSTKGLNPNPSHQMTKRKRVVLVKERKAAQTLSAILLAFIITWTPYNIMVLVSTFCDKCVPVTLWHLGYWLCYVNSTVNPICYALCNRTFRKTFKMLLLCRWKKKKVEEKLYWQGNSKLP
CHRM5 antagonist – blocks acetylcholine activation of human M5 receptor; AID 624040; CHO-hM5 cells, Fluo-8 calcium fluorescence, ACh EC80; hit rate 0.59% among 360,000; P08912; inhibition, % at 3 µM;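 active = inhibition above a per-plate cutoff, the mean of that plate's test compounds plus 3 SD, cut at about 27% in these data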;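 also: 0% = acetylcholine EC80 with DMSO and 100% = DMSO without agonist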
TAAR1 ag – agonists of human TAAR1; Q96RJ0; CHO RD-HGA16 TAAR1, Fluo-8 calcium fluorescence; vehicle wells 0%, saturating PEA agonist 100%; activation, % at 3 µM; hit rate 0.99% among 360,000;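 active = activation above the mean activation of all test compounds in the run plus 3 SD, cut at about 38% in these data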
Target sequence (Q96RJ0 whole entry, looked up): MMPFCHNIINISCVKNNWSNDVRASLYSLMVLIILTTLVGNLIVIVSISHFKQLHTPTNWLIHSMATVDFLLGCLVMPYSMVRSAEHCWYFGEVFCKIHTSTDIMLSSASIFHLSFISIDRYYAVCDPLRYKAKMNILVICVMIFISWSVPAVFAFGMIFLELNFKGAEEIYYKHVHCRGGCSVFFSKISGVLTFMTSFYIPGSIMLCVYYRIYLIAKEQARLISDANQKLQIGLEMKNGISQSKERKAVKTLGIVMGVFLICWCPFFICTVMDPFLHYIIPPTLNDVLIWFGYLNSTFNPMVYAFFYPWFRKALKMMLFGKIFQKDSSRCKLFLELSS
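Repeats: no replicates (n 1) | Material: CHO-derived RD-HGA16 cells with stable Gα16 and human TAAR1 | Technique: Kinetic Fluo-8 calcium fluorescence | Schedule: 17-24 h seeding, 75 min 37 °C dye, 30 min RT | Evaluation: % activation from peak over basal fluorescence ratio, DMSO-to-PEA scaled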
CRFBP-R2 block – CRF-BP/CRF-R2 complex antagonism; HEK293 CRF-R2/CRF-BP, CRF-induced calcium fluorescence; inhibition, % at 11.8 µM; hit rate 0.59% among 350,000; AID 588475;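 active = inhibition of the ligand-induced calcium signal above about 50% at the single tested concentration, limit read from the data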
CHRM5 PAM – CHRM5 positive allosteric modulation; CHO-K1 hM5, Fluo-8 calcium, ACh EC20 PAM; 0% = ACh EC20, 100% = ACh EC100; P08912; hit rate 0.3% among 360,000; activation, % at 3 µM;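 active = activation above the run cutoff, the mean activation of all test compounds plus 3 SD, cut at about 18% in these data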
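Probe or stimulus: acetylcholine, EC20 level; Assay system: human M5 receptor in CHO-K1 cells; Schedule: compound preincubation 140 s before EC20 acetylcholine addition; Technique: intracellular calcium via Fluo-8 fluorescence; Dosing: single-point, 3 µM nominal; Read-out basis: percent activation from peak-over-basal fluorescence ratio, scaled EC20-to-EC100 acetylcholine; Repeats: one well per compound, no replicates.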
M1 PAM parental – M1 PAM counterscreen hit in parental CHO-K1 cells | ATP EC20, Fluo-8 calcium fluorescence; 0% at ATP EC20, 100% at ATP max | activation, % at 3 µM | hit rate 0.02% among 360,000 | AID 602247;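 active = activation above the run cutoff, the mean activation of all test compounds plus 3 SD, cut at about 40% in these data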;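 also: peak over basal fluorescence ratio in a 140 s read after ATP addition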
CRFR2-BP ag – CRF-BP/CRF-R2 complex agonism; HEK293 CRF-R2/CRF-BP, calcium dye fluorescence (FLIPR); percent of saturating CRF peptide response; activation, % at 13.2 µM; hit rate 0.46% among 350,000; AID 588473;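 active = activation of at least 50%, plus an integration ratio under a set limit after plate pattern correction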;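 also: plate controls were neutral control wells without compound for no effect and CRF at EC100 for full effect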
CHRM4 PAM – CHRM4 positive allosteric modulation; CHO-K1 hM4/Gqi5, Fluo-8 calcium fluorescence, ACh EC20; 0% = ACh EC20, 100% = maximal ACh; activation, % at 3 µM; hit rate 0.4% among 360,000;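 active = activation above its plate's cutoff, the mean activation of sample wells plus 3 SD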; also: some results filed as inactive read as strong as hits
TAAR1 antag – antagonists of human TAAR1; CHO RD-HGA16 TAAR1, Fluo-8 calcium fluorescence, antagonist; Q96RJ0; inhibition, % at 3 µM; hit rate 1.5% among 360,000;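 active = inhibition above a per-plate cutoff, the mean inhibition of test compounds on that plate plus 3 SD, cut at about 49% in these data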;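 also: 0% = DMSO plus EC80 beta-PEA response and 100% = DMSO alone without agonist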
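Assay system: RD-HGA16 CHO cells with stable hTAAR1 and Gα16 / Reagent: EC80 β-phenethylamine stimulus / Doses: 3 µM, single point / Timing: dye loading 75 min at 37 °C, then 30 min room temperature / Measured by: Fluo-8 intracellular calcium dye fluorescence, real-time kinetic reads / Controls: vehicle wells and EC80 agonist wells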
* = called active by the depositor; . = no result given.

smiles	CHRM5 agonist	CHRM5 antagonist	TAAR1 ag	CRFBP-R2 block	CHRM5 PAM	M1 PAM parental	CRFR2-BP ag	CHRM4 PAM	TAAR1 antag
Cc1nc(-c2ccccc2)sc1C1(C)CC(c2ccc([N+](=O)[O-])cc2)=NO1 (stereo not given)	3	7	3	-8	-9	0	2.0	1	-5
CCOC(=O)c1cc2c(=O)n3cccc(C)c3nc2n(Cc2ccco2)c1=NC(=O)c1ccc(C)cc1	0	24	.	0	-6	-2	-0.9	6	.
CN1CCN(C2=Nc3ccccc3Oc3ccc(Cl)cc32)CC1	-1	72*	6	-35	-19	-7	0.1	-16	-20
CC1CC(C)CN(CCCn2c(=S)[nH]c3ccccc3c2=O)C1 (stereo not given)	-11	5	-1	3	-1	-2	1.6	4	6
O=C(Nc1ccc(Br)cn1)c1cccc(C(=O)Nc2ccc(Br)cn2)c1	-3	-3	0	-8	-4	-8	-0.1	-6	-1
Cc1ccc2nc3ccc(N4CCCC4)nn3c(=O)c2c1	2	-3	5	16	4	19	-0.3	17	-14
O=C(Nc1cc(Cl)c(O)c(Cl)c1)C1CCCO1 (stereo not given)	3	5	0	-6	-2	5	-1.4	4	1
O=C(NNC(=O)c1ccccc1O)c1cc2ccccc2o1	3	2	10	13	3	6	0.7	2	-13
CCOc1ccccc1Nc1nnc(C)c(=O)[nH]1	4	3	9	0	-1	8	-1.2	4	-2
COc1cc(C(=O)NCCNc2nc3c(C)cccc3cc2C#N)cc(OC)c1OC	-1	-2	2	18	3	11	0.9	9	-16
CCCn1c(=N)n(CC(O)c2ccco2)c2ccccc21 (stereo not given)	1	-1	4	11	0	14	-3.4	0	-3
O=C(O)c1ccc(COc2c(F)c(F)cc(F)c2F)o1	-1	1	10	-21	-1	11	1.0	-1	7
COc1cc(/C=C2\CCCc3c2nc2ccccc2c3C(=O)O)cc(Br)c1O	2	-1	-1	-12	5	8	-0.7	4	5
COc1ccc(N2C(=O)c3cccc4cccc(c34)C2=O)nn1	2	6	11	-5	-2	8	-0.6	13	5
COC(=O)[C@H](CC(C)C)N(Cc1ccccc1)S(=O)(=O)N(Cc1ccccc1)[C@@H](CC(C)C)C(=O)OC	6	2	1	-26	4	14	15	6	3
CC(=O)c1c(C)[nH]c(C(=O)Nc2cccc(C#N)c2)c1C	5	0	7	-5	-4	-6	-1.0	-6	-8
Cc1ccc(Cl)cc1NS(=O)(=O)N1CCOCC1	-4	-3	0	-4	-1	-12	-0.2	0	-16
COc1ccc(-n2nnnc2SCC(=O)Nc2nnc(C)s2)cc1OC	3	-9	-2	15	12	23	-0.9	2	-23
COc1ccc(C(=O)COC(=O)[C@H](C)Nc2ccc(C(F)(F)F)cc2[N+](=O)[O-])c(OC)c1	0	3	3	-5	-1	18	2.7	4	-3
CC(CN1CCN(Cc2ccccc2)CC1)c1ccccc1 (stereo not given)	-8	9	1	8	-7	-9	0.7	-14	-19
Cc1ccc(C(NC(=O)N2CCOCC2)C(Cl)(Cl)Cl)cc1F (stereo not given)	-2	-7	9	3	5	10	2.2	8	6
C=CCn1c(COc2ccccc2-c2ccccc2)nnc1SCC(=O)NC(=O)NCc1ccco1	-2	12	5	-19	-7	18	2.5	-8	19
CCOc1ccccc1/C=C/c1onc(C)c1S(=O)(=O)N1CCC(C(=O)NC(C)C)CC1	-3	1	-1	-9	2	-1	2.8	0	-15
CN(C)c1cc[n+](CC(=O)Nc2ccc([N+](=O)[O-])cc2Cl)cc1	-4	9	0	19	-5	11	0.8	-9	-12
Cc1cc(C)nc(-n2ncc(C#N)c2N)n1	-1	-9	0	6	2	6	-0.6	-2	10
CC(C)[C@@H](C(=O)N[C@@H](C(=O)O)c1ccccc1)N1C(=O)N2CCc3c([nH]c4ccccc34)[C@@]2(C)C1=O	0	1	0	-13	4	-13	0.9	13	-12
C=CCOc1ccn(C)c(=O)n1	-2	15	6	6	-14	-5	2.8	-13	-18
CCOc1ccccc1N1CCN(Cc2cccc(OC)c2O)CC1	-1	0	11	23	-6	9	-0.3	7	19
COc1ccccc1/C=C1\SC(=S)N(CCC(=O)NCCCn2ccnc2)C1=O	-4	3	1	-2	-3	-3	-0.7	-5	-23
COc1ccc(NC2=C3CC(C)CC=C3N(c3ccc(OC)cc3)C2=O)cc1 (stereo not given)	-1	2	4	-5	-5	10	-0.4	1	-6

Record cards, from the list above. Order of screens: CHRM5 agonist | CHRM5 antagonist | TAAR1 ag | CRFBP-R2 block | CHRM5 PAM | M1 PAM parental | CRFR2-BP ag | CHRM4 PAM | TAAR1 antag
`CN1CCN(C2=Nc3ccccc3Oc3ccc(Cl)cc32)CC1` in the list: -1 | 72* | 6 | -35 | -19 | -7 | 0.1 | -16 | -20
`COc1ccc(C(=O)COC(=O)[C@H](C)Nc2ccc(C(F)(F)F)cc2[N+](=O)[O-])c(OC)c1` in the list: 0 | 3 | 3 | -5 | -1 | 18 | 2.7 | 4 | -3
`COC(=O)[C@H](CC(C)C)N(Cc1ccccc1)S(=O)(=O)N(Cc1ccccc1)[C@@H](CC(C)C)C(=O)OC` in the list: 6 | 2 | 1 | -26 | 4 | 14 | 15 | 6 | 3
`COc1ccc(N2C(=O)c3cccc4cccc(c34)C2=O)nn1` in the list: 2 | 6 | 11 | -5 | -2 | 8 | -0.6 | 13 | 5
`COc1ccc(-n2nnnc2SCC(=O)Nc2nnc(C)s2)cc1OC` in the list: 3 | -9 | -2 | 15 | 12 | 23 | -0.9 | 2 | -23

The list continues:
smiles	CHRM5 agonist	CHRM5 antagonist	TAAR1 ag	CRFBP-R2 block	CHRM5 PAM	M1 PAM parental	CRFR2-BP ag	CHRM4 PAM	TAAR1 antag
CCCc1nnc(NC(=O)CCC(=O)N2CCN(c3nc(C)cc(C)n3)CC2)s1	1	0	2	-8	10	13	0.3	-9	-21
CCc1ccc(CN2CCC(C(=O)Nc3cccc(-c4nnc(C)s4)c3)CC2)o1	-7	6	.	-38	-7	17	-0.1	3	.
O=C(Cc1ccc(Cl)cc1)OCc1nnc(-c2ccccc2)o1	0	0	-1	6	1	7	0.1	5	3
Cc1c(NC(=O)c2ccc(Br)s2)c(=O)n(-c2ccccc2)n1C	-1	5	1	4	9	21	1.2	-5	-19
Cc1ccc(S(=O)(=O)N(C)CCCC(=O)Nc2ccc(F)cc2)cc1	0	-7	-1	-6	-4	12	-0.7	10	6
O=C(c1ccc2c(c1)OCO2)N1CCN(S(=O)(=O)N2CCCCC2)CC1	2	9	-1	-14	-3	1	0.2	-2	15
CCN(CC)CCCNC(=O)c1cc(-c2ccc(O)cc2)on1	0	-1	1	-35	-1	14	1.7	-3	14
O=C(NCCc1ccc(C(F)(F)F)cc1)C1COc2ccccc2O1 (stereo not given)	-3	-6	0	18	4	12	-1.5	7	13
O=C(NCC(=O)N1CCN(C(=O)c2ccccc2)CC1)c1ccccc1	2	3	-2	8	6	16	0.5	2	5
CS(=O)(=O)N(CC(=O)N1CCCC1)c1cccc(Cl)c1	-7	3	2	3	28*	9	0.3	4	-19
COc1cccc(Sc2nc(-c3ccccc3)ncc2S(C)(=O)=O)c1	-2	14	3	10	-2	8	3.0	-1	-13
CC1CCN(Cc2c(C(=O)N/N=C/c3ccc(C(C)(C)C)cc3)nnn2-c2nonc2N)CC1	-1	-11	-1	4	-2	-4	-1.2	-7	-19
CCOC(CNc1c([N+](=O)[O-])c(=O)n(C)c(=O)n1C)OCC	-2	-4	2	7	2	1	-0.2	4	-16
Cc1ccc(C(=O)N2CCN(c3ncnc4c3cnn4-c3ccccc3)CC2)cc1	0	-2	-1	.	1	7	.	5	4
Cc1ccc(S(=O)(=O)Nc2ccc(C(=O)NCCCN3CCOCC3)cc2)cc1[N+](=O)[O-]	1	-14	4	2	1	-8	-1.1	2	-12
COc1ccc(CCNC(=O)Cc2cc(OC)c(OC)cc2[N+](=O)[O-])cc1OC	-3	-3	0	11	1	6	-0.6	12	-21
CCOc1ccc(NC(=O)C2CCC(CNc3c(N4CCOCC4)c(=O)c3=O)CC2)cc1 (stereo not given)	0	-3	1	7	-3	8	-1.8	-3	-5
CCCCN1CC(=O)N2[C@H](c3ccc(Cl)cc3)[C@@H]3C(=O)N(CC)C(=O)[C@@H]3[C@]2(Cc2ccccc2)C1=O	2	13	-1	-7	0	14	5.5	14	9
O=C1Nc2ccccc2C(O)(C(=O)NCc2ccco2)N1c1ccc(Cl)cc1 (stereo not given)	2	8	.	-8	0	-2	-0.4	-8	.
OC(c1ccc(-c2ccccc2)cc1)c1ncc(-c2ccc(C(F)(F)F)cc2)[nH]1 (stereo not given)	-1	-5	17	.	-2	-7	.	6	5
CCN(NC(=O)C(O)(c1ccccc1)c1ccccc1)C(=O)c1ccccc1	-2	1	3	2	-2	8	0.9	6	-15
COc1ccc(CCN(C)CC(=O)Nc2ccc(F)c(Cl)c2)cc1OC	-1	15	-4	-11	-1	8	-0.1	-3	25

4 records drawn at random from those above:
smiles	CHRM5 agonist	CHRM5 antagonist	TAAR1 ag	CRFBP-R2 block	CHRM5 PAM	M1 PAM parental	CRFR2-BP ag	CHRM4 PAM	TAAR1 antag
CCN(NC(=O)C(O)(c1ccccc1)c1ccccc1)C(=O)c1ccccc1	-2	1	3	2	-2	8	0.9	6	-15
Cc1ccc(S(=O)(=O)Nc2ccc(C(=O)NCCCN3CCOCC3)cc2)cc1[N+](=O)[O-]	1	-14	4	2	1	-8	-1.1	2	-12
CS(=O)(=O)N(CC(=O)N1CCCC1)c1cccc(Cl)c1	-7	3	2	3	28*	9	0.3	4	-19
CCCCN1CC(=O)N2[C@H](c3ccc(Cl)cc3)[C@@H]3C(=O)N(CC)C(=O)[C@@H]3[C@]2(Cc2ccccc2)C1=O	2	13	-1	-7	0	14	5.5	14	9
